Assay outcomes deposited in PubChem by Broad Institute.
CFTR F508del cor – F508del CFTR correction, initial screen, CFBE line, single point; CFBE cells, YFP halide quenching; stimulated with forskolin plus potentiator P3; % fluorescence drop versus neutral controls; activity (quench increase), % at 7.58 µM; 350,000 tested, 0.36% active; AID 720511, 2013;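 active = mean added fluorescence quench of at least 8% versus neutral control, with both replicates also reaching 8%; inconclusive = only one of the mean or replicate conditions met; inactive = mean below 8% and not both replicates reaching 8%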;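 also: cells transiently co-express mutant CFTR-F508del with the halide-sensitive YFP; corrector assay measuring rescue of mutant channel to the surface after 24 h compound exposure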
DENV2 CPE – inhibitors of DENV2 cytopathic effect, primary screen, cell-based, plate reader, single concentration | AID 651640, 2012 | CPE inhibition, % at 9.99 µM | DENV2-infected cells, cytopathic effect rescue | 350,000 tested, 1.7% active; in the data active = CPE inhibition above about 20%, passing the limit was not always enough; inconclusive = no clear call, values can overlap the other calls; tested in BHK-21 cells;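 also: 0% = median of neutral control wells and 100% = median of positive control wells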
ERp5 inh – inhibitors of ERp5-driven insulin aggregation, primary screen, biochemical, turbidity, absorbance 650 nm, single point. inhibition, % at 9.99 µM. Protein disulfide-isomerase A6 (Homo sapiens), Q15084. 90 min. 350,000 tested, 0.05% active;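 active = mean replicate inhibition above about 25%, with every replicate also reaching it, limit read from the data, passing the limit was not always enough; inconclusive = only one of those two criteria met; inactive = neither criterion met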
Target sequence (Q15084 whole entry, looked up): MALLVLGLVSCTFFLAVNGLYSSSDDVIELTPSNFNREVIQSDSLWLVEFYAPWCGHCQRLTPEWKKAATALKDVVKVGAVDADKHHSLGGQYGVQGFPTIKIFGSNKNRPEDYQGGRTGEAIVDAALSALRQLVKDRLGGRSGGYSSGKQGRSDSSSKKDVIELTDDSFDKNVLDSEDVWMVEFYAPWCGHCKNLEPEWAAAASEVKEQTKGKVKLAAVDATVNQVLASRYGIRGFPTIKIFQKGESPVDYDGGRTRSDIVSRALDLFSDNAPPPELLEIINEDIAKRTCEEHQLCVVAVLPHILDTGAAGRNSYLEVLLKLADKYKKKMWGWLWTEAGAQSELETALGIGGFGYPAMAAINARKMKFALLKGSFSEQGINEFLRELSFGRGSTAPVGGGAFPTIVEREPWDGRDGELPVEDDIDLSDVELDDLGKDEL
XiGFP reactiv – activators of inactive X chromosome reactivation, primary screen, imaging, XiGFP fibroblasts, GFP high-content imaging, set 2; XiGFP mouse fibroblasts, % GFP-positive cells imaging, 3 d; cells co-treated with 5-aza-dC sensitizer; scaled so ellipticine positive control = 100%; activation, % at 7.58 µM; 360,000 tested, 0.055% active; AID 743238, 2013;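 active = mean normalized replicate activation at least 10% and every replicate at or above 10%; inconclusive = only one of the two criteria met; inactive = mean below 10% and not all replicates reach 10%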;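 also: 0% = median of on-plate neutral control wells and 100% = ellipticine 6 µM median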
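Material: XiGFP fibroblasts, SV40-immortalized; Buffer or medium: DMEM containing 5-aza-dC; Compound dosing: single point; Times: 3 days compound exposure.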
PAX8 reporter – inhibitors of PAX8-driven TPO luciferase reporter, primary screen, RMG-I cells, single concentration; inhibition, % at 12.6 µM; AID 652154, 2013; 360,000 tested, 1.2% active; SteadyGlo, 24 h;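 active = mean replicate inhibition at least 60% with every replicate also reaching 60%; inconclusive = only one of the two criteria is met; inactive = mean below 60% and not all replicates reaching 60%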;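 also: luciferase light reporting Pax8 driven TPO promoter activity; plate controls were median of neutral control wells for no effect and mitoxantrone controls for full effect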
GSIS activator – GLuc luminescence reporter in INS-1E cells, primary screen for activators of glucose-dependent secretion of insulin. INS-1E GLuc reporter insulin secretion, 2-3 h. 370,000 tested, 0.61% active. AID 743287, 2014. activation, % at 16.6 µM;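 active = lowest replicate activation of at least 40%, so every replicate reaches that level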;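 also: 0% = median of neutral control wells and 100% = median of IBMX positive control wells; some compounds called inactive have numbers as strong as hits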
ARNT-TACC3 inh – disruptors of ARNT/TACC3 protein interaction, primary screen, biochemical, AlphaScreen, single concentration | AID 623870, 2012 | AlphaScreen His-ARNT PAS-B/GST-TACC3 binding, luminescence; TACC3 fragment carries E629A point mutation | inhibition, % at 9.99 µM | 390,000 tested, 0.66% active | Transforming acidic coiled-coil-containing protein 3 (Homo sapiens), Q9Y6A5;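 active = mean inhibition of replicates at least 50% and at least half of replicates each reaching 50%; inconclusive = half or more replicates reach 50% but mean below 50%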;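 also: 0% = complete ARNT plus TACC3 wells and 100% = ARNT alone without TACC3; many hits fall short of the cut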
EWS-Fli block – EWS/Fli-driven NR0B1 reporter inhibitors, primary screen, A673 cells, NR0B1 luciferase, luminescence, MLPCN library; viability-normalised; inhibition, % at 12.6 µM; 350,000 tested, 0.67% active; AID 651661, 2012;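 active = mean inhibition of at least 50% after viability correction, with every replicate also passing that limit; inconclusive = mean reaches 50% but only one of two replicates passes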;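 also: firefly luciferase signal divided by Alamar Blue viability fluorescence both relative to DMSO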
Numbers without * were called inactive; & = joins results of further samples.

O=C(C[C@@H]1CC[C@H](NC(=O)Nc2ccc(C(F)(F)F)cc2)[C@H](CO)O1)NCCN1CCCC1 was read as CFTR F508del cor 0.8, DENV2 CPE 4, ERp5 inh -1, XiGFP reactiv -0.4, PAX8 reporter 2, GSIS activator 0, ARNT-TACC3 inh -5 and EWS-Fli block -14.
For COc1ccc(NS(=O)(=O)c2ccc(C)c(C(=O)NCC(c3cccs3)N3CCOCC3)c2)cc1 (stereo not drawn) the results were CFTR F508del cor 1.4, DENV2 CPE -3, ERp5 inh -4, XiGFP reactiv 0.0, PAX8 reporter 16, GSIS activator -19, ARNT-TACC3 inh -1 and EWS-Fli block -3.
Screening COc1ccc(CN(C)C[C@@H]2OCCCC[C@@H](C)Oc3ccc(NC(=O)Nc4c(C)noc4C)cc3C(=O)N([C@H](C)CO)C[C@H]2C)cc1 returned CFTR F508del cor 0.9, DENV2 CPE 4, ERp5 inh 1, XiGFP reactiv 0.4, PAX8 reporter 2, GSIS activator 14, ARNT-TACC3 inh 0 and EWS-Fli block -2.
CCN(CC(=O)Nc1ccc(NC(C)=O)cc1)C(=O)C1COc2ccccc2O1 (stereo not drawn) was read as CFTR F508del cor 2.1, DENV2 CPE -3, ERp5 inh 1, XiGFP reactiv 0.2, PAX8 reporter -10, GSIS activator 8, ARNT-TACC3 inh -24 and EWS-Fli block 2.
`NC(=O)NCc1cccnc1` gave CFTR F508del cor 0.3, DENV2 CPE -4, ERp5 inh 1, XiGFP reactiv 0.0, PAX8 reporter 1, GSIS activator 33, ARNT-TACC3 inh -7 and EWS-Fli block 3.
Cc1cc(C)n(-c2ncc(-c3ccccc3)nn2)n1 was read as CFTR F508del cor 2.7, DENV2 CPE 4, ERp5 inh -2, XiGFP reactiv 0.0, PAX8 reporter -89, GSIS activator 4, ARNT-TACC3 inh 27 and EWS-Fli block -48.
CC1=C(C)CC(C(=O)c2ccccc2)C(C(=O)O)C1 (stereo not drawn) was read as CFTR F508del cor 0.7, DENV2 CPE 2, ERp5 inh 0, GSIS activator 7, ARNT-TACC3 inh -5 and EWS-Fli block 8.
`CCCN1CCN(C(=O)c2oc3c(Cl)cccc3c2C)CC1` gave CFTR F508del cor -1.6, DENV2 CPE inconclusive, ERp5 inh -4, XiGFP reactiv 0.1, PAX8 reporter 10, GSIS activator -4 and EWS-Fli block -2.
COc1ccc(CN2C(=O)CC(Cc3cc(C)cc(C)c3)C2=O)cc1OC (stereo not drawn) was read as DENV2 CPE 1, ERp5 inh -1, XiGFP reactiv 0.2, PAX8 reporter 26, GSIS activator -28, ARNT-TACC3 inh -2 and EWS-Fli block 14.
CCCCNC(=O)CN(c1ccc(Cl)c(Cl)c1)S(C)(=O)=O was read as XiGFP reactiv 0.4, PAX8 reporter 1, GSIS activator 22 and ARNT-TACC3 inh -7.
For CC(Nc1nc(-c2ccc3c(c2)NC(=O)CO3)cs1)c1ccccc1 (stereo not drawn) the results were DENV2 CPE 7, ERp5 inh 2, XiGFP reactiv 0.0, PAX8 reporter -12, GSIS activator -10, ARNT-TACC3 inh 0 and EWS-Fli block -49.
CC(=O)N1CC[n+]2c(-c3ccc(Cl)cc3Cl)csc21 was read as XiGFP reactiv 0.0, PAX8 reporter 1, GSIS activator -6 and ARNT-TACC3 inh 2.
O=C1CN(C(=O)c2cc([N+](=O)[O-])ccc2Cl)C(c2ccc(F)cc2)c2cc(F)ccc2N1 (stereo not drawn) was read as XiGFP reactiv 0.0, PAX8 reporter 12, GSIS activator -15 and ARNT-TACC3 inh 0.
For CN(C)CCCCOc1ccccc1F the results were CFTR F508del cor -1.3, DENV2 CPE 2, ERp5 inh 2, XiGFP reactiv 0.0, PAX8 reporter 1, GSIS activator 9, ARNT-TACC3 inh -5 and EWS-Fli block 10.
`COc1ccc(N2CCN(CCC(O)c3ccc4ccccc4c3)CC2)cc1` (stereo not drawn) gave CFTR F508del cor 1.0, DENV2 CPE 11, ERp5 inh 2, XiGFP reactiv 0.1, PAX8 reporter 9, GSIS activator -18, ARNT-TACC3 inh -1 and EWS-Fli block 13.
CN(Cc1cccs1)C(=O)/C=C/c1ccccc1[N+](=O)[O-] was read as CFTR F508del cor -3.8, DENV2 CPE -4, ERp5 inh 0, XiGFP reactiv 0.0, PAX8 reporter -12, GSIS activator 14, ARNT-TACC3 inh 0 and EWS-Fli block -8.
For CC(C)(C)NC(=O)C1c2ccccc2OCC(=O)N1CCCN1CCOCC1 (stereo not drawn) the results were CFTR F508del cor 2.9, DENV2 CPE -2, ERp5 inh -3, XiGFP reactiv 2.5, PAX8 reporter -5 and EWS-Fli block 5.
Screening Cc1ccc(S(=O)(=O)NC(=O)Cn2nnc(-c3ccccc3)c2COc2ccc3ccccc3c2)cc1 returned CFTR F508del cor -2.4, DENV2 CPE -5, ERp5 inh 5, XiGFP reactiv 0.0, PAX8 reporter -11, GSIS activator -20 and EWS-Fli block -9.
O=C(C[C@H]1C[C@H]2c3cc(NC(=O)C4CCC4)ccc3O[C@H]2[C@@H](CO)O1)NCCc1ccccc1 was read as CFTR F508del cor -0.9, DENV2 CPE 1, ERp5 inh -4, XiGFP reactiv 0.0, PAX8 reporter 12, GSIS activator 16, ARNT-TACC3 inh -4 and EWS-Fli block 3.
For COc1ccc(C(C#N)=C2C=CC(=NO)c3ccccc32)cc1 the results were CFTR F508del cor -0.8, DENV2 CPE 0, ERp5 inh 1, XiGFP reactiv 0.2, PAX8 reporter 70*, GSIS activator -27 and EWS-Fli block 48.
COc1cc(NC(=O)c2csc(-c3ccncc3)n2)cc(C(=O)Nc2cccc(C(F)(F)F)c2)c1 was read as CFTR F508del cor 2.9&1.6, DENV2 CPE 2&3, ERp5 inh -2&-6, XiGFP reactiv 0.2&-0.3, PAX8 reporter 33&56, GSIS activator -17&-6, ARNT-TACC3 inh 0 and EWS-Fli block 3&7.
For CC(OC(=O)C(C)Oc1ccccc1)C(=O)Nc1ccc(S(=O)(=O)N2CCCCC2)cc1 (stereo not drawn) the results were CFTR F508del cor -0.6, DENV2 CPE -5, ERp5 inh 2, XiGFP reactiv -0.1, PAX8 reporter 2, GSIS activator -30, ARNT-TACC3 inh -8 and EWS-Fli block 2.
For C=CCn1c(SCC(=O)NCCOC)nnc1-c1cc2c(s1)CCC(CC)C2 (stereo not drawn) the results were DENV2 CPE -3, ERp5 inh -2, XiGFP reactiv 0.0, PAX8 reporter -5, ARNT-TACC3 inh -8 and EWS-Fli block 42.
Screening CCC(=O)Nc1ccc(C(=O)COC(=O)c2sc(C)nc2C)cc1 returned CFTR F508del cor 3.6, DENV2 CPE 12, ERp5 inh 2, XiGFP reactiv 0.0, PAX8 reporter -1, GSIS activator 1, ARNT-TACC3 inh -3 and EWS-Fli block -1.
Screening CN(C(=O)C(=O)c1cn(CC(=O)N2CCCC2)c2ccccc12)C1CCCCC1 returned CFTR F508del cor 1.1, DENV2 CPE -5, ERp5 inh 2, XiGFP reactiv 0.7, PAX8 reporter 34, GSIS activator -1, ARNT-TACC3 inh -1 and EWS-Fli block -8.
For CCCCN(C(=O)C1=CC=CN2CCS(=O)(=O)N=C12)c1ccccc1 the results were CFTR F508del cor -0.4, DENV2 CPE -2, ERp5 inh 1, XiGFP reactiv 0.0, PAX8 reporter 14, GSIS activator 2, ARNT-TACC3 inh 26 and EWS-Fli block 4.
`COc1ccc(S(=O)(=O)N2CCN(Cc3cc4c(cc3Br)OCCO4)CC2)cc1` gave CFTR F508del cor 5.3, DENV2 CPE -8, ERp5 inh -9, XiGFP reactiv 0.0, PAX8 reporter -4, GSIS activator 8 and EWS-Fli block 1.
For COc1cccc(S(=O)(=O)N2C[C@@H]3N[C@H](C2)C3c2ccc(-c3cccc(C(=O)N(C)C)c3)cc2)c1 (stereo partly drawn) the results were CFTR F508del cor 2.3&0.1, DENV2 CPE -3&-5, ERp5 inh -1&4, XiGFP reactiv 0.1&0.0, PAX8 reporter 0&23, GSIS activator 3&17 and EWS-Fli block 4&10.
For CCOC(=O)c1c(C)n(C)c2ccc(OCC(O)CN3CCN(C)CC3)cc12 (stereo not drawn) the results were CFTR F508del cor -0.3, DENV2 CPE 3, ERp5 inh 2, XiGFP reactiv 0.0, PAX8 reporter -23, GSIS activator 10, ARNT-TACC3 inh 4 and EWS-Fli block -9.
FC(F)(F)c1nnc(N2CCN(c3ccc(Cl)cc3)CC2)s1 was read as DENV2 CPE -4, ERp5 inh 1, XiGFP reactiv 0.2, PAX8 reporter 7, GSIS activator 3, ARNT-TACC3 inh -4 and EWS-Fli block -3.
For Cc1cccc(NC(=O)CSc2nnc(CNC(=O)c3ccco3)n2C)c1C the results were CFTR F508del cor -0.7, DENV2 CPE -7, ERp5 inh 13, XiGFP reactiv 0.0, PAX8 reporter -11, GSIS activator 18, ARNT-TACC3 inh -1 and EWS-Fli block 2.
Screening Cc1cc(C)nc(NS(=O)(=O)c2ccc(NC(=O)c3cc(=O)c4ccccc4o3)cc2)n1 returned CFTR F508del cor -0.8, DENV2 CPE 17, ERp5 inh -1, XiGFP reactiv 0.2, PAX8 reporter -13, GSIS activator 3 and ARNT-TACC3 inh 5.
O=C(O)COc1ccc(/C=N/NC(=O)/C(=C/C=C/c2ccccc2)NC(=O)c2ccccc2)cc1 was read as CFTR F508del cor 0.6, DENV2 CPE 1, ERp5 inh 1, XiGFP reactiv 0.0, PAX8 reporter 16, GSIS activator -11, ARNT-TACC3 inh 2 and EWS-Fli block 2.
Screening Cc1cccc(-c2cccc(NC(=O)C3CCCN(Cc4cccnc4)C3)c2)c1 (stereo not drawn) returned CFTR F508del cor 1.6, DENV2 CPE 0, ERp5 inh 0, XiGFP reactiv 0.0, PAX8 reporter 28, GSIS activator -7, ARNT-TACC3 inh 27 and EWS-Fli block 11.
Screening Cc1n[nH]c(=O)c2c(NC(=O)COC(=O)c3ncc(Cl)c(Cl)c3Cl)oc(C)c12 returned CFTR F508del cor -0.7, DENV2 CPE -3, ERp5 inh -1, XiGFP reactiv 0.0, GSIS activator -4, ARNT-TACC3 inh -48 and EWS-Fli block 9.
O=C(Cc1ccccc1)Nc1ccc(C(=O)NCC2COc3ccccc3O2)cc1 (stereo not drawn) was read as XiGFP reactiv 0.4, PAX8 reporter 1, GSIS activator -15 and ARNT-TACC3 inh -8.
`O=S(=O)(c1ccc(SCCO)nc1)N1CCOCC1` gave CFTR F508del cor 2.8, DENV2 CPE 0, ERp5 inh 1, XiGFP reactiv 0.1, PAX8 reporter -1, GSIS activator 3 and EWS-Fli block 2.
